# High-throughput results deposited in PubChem BioAssay by Sanford-Burnham Center for Chemical Genomics.
# TIM10 inh – growth inhibitors of TIM10 yeast strain; AID 463195; inhibition, % at 10 µM; S. cerevisiae TIM10 strain growth, BacTiter-Glo luminescence, 24 h; actives 1.4% (n = 330,000);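 active = inhibition of 40% or more at the single tested concentration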;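 note: wild-type TIM10 isogenic control strain grown at permissive 25 °C; 0% = DMSO yeast wells and 100% = minimal medium wells without yeast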
# MPTP block – inhibitors of mitochondrial permeability transition pore. isolated mouse mitochondria, Ca2+ swelling absorbance, 30 min. inhibition, % at 10 µM. actives 1.4% (n = 360,000). AID 602449;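 active = inhibition of 50% or more, scaled per plate between neutral and stimulator controls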;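 note: 0% = DMSO wells given calcium and 100% = 1 mM EGTA wells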
# NR3A LBD binder – NR3A (human) ligand-binding domain modulation | NR3A LBD differential scanning fluorimetry, Tm shift; 0% = protein alone, 100% = glycine-bound protein | Tm shift relative to glycine control, % at 25 µM | actives 2.5% (n = 340,000) | AID 1259313;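 active = melting temperature shift of at least 10% of the positive control shift, at one fixed dose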
# tim10-1 inh – tim10-1 yeast growth inhibition; inhibition, % at 20 µM; S. cerevisiae tim10-1 ts strain growth, BacTiter-Glo, 24 h; AID 463190; actives 2.2% (n = 330,000);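 active = inhibition of at least 40%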;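 note: mutant grown at 25 °C; 0% = DMSO wells with yeast and 100% = wells holding no yeast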
# APJ antagonist – antagonists of human APJ apelin receptor; inhibition, % at 20 µM; actives 0.32% (n = 330,000); P35414; CHO-K1 APJ beta-arrestin complementation, luminescence;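 active = inhibition above about 40% at 20 µM, limit read from the data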;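 note: cells challenged with 10 nM apelin-13 agonist together with compound; plate controls were apelin-13 plus DMSO wells for no effect and DMSO wells lacking apelin-13 for full effect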
# Target sequence (P35414 whole entry, looked up): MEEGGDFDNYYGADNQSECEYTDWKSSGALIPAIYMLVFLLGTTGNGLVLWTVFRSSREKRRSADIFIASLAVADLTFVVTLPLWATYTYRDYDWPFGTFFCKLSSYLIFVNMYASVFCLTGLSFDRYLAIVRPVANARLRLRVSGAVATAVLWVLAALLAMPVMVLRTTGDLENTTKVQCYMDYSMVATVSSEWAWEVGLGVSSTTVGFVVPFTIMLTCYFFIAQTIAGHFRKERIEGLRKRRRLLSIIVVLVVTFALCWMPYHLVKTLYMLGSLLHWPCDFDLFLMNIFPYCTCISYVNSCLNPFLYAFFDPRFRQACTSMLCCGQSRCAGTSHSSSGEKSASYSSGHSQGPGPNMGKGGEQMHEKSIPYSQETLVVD
# NALP3 yeast inh – blocks the NALP3 inflammasome reconstituted in yeast. Yeast reconstituted NLRP3/ASC/caspase-1, beta-gal luminescence, 24 h. inhibition, % at 10 µM. actives 0.39% (n = 330,000);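 active = inhibition of 50% or more; inactive = inhibition below 50%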;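 note: plate controls were induced DMSO wells for no effect and uninduced yeast grown without galactose for full effect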
# APJ agonist – agonists of human APJ apelin receptor; P35414; CHO-K1 APJ PathHunter beta-arrestin, luminescence; 0% DMSO wells, 100% apelin; activation, % at 20 µM; actives 0.11% (n = 330,000);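 active = activation more than six SD over the plate average, tested at 20 µM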;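 note: 0% = DMSO alone and 100% = apelin-13 at 10 nM; some results filed as inactive read as strong as hits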
#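 Material: engineered CHO-K1 APJ arrestin reporter cells; amount: 1000 CHO-K1 reporter cells seeded per well; incubation: compound stimulation 90 min at 25 °C, detection 60 min; signal: luminescent beta-gal fragment complementation, chemiluminescent substrate; read-out basis: APJ agonist activity; controls: DMSO-only wells as negative, 10 nM Apelin-13 as positive control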
# beta cell repl – inducers of beta-cell replication in MIN6 cells; MIN6 cells proliferation, ATPlite luminescence, 48 h; cells starved in 0.2% serum; 100% = growth in 10% serum; proliferation, % at 10 µM; actives 0.29% (n = 330,000);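 active = compounds whose signal lies at least 3.5 SD above the mean of all wells on their plate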;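 note: 0% = DMSO-treated cells in low-serum medium and 100% = 10% serum control; some compounds called inactive have numbers as strong as hits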
# tim23-1 inh – growth inhibitors of tim23-1 mutant yeast; S. cerevisiae tim23-1 growth, BacTiter-Glo luminescence, 24 h; inhibition, % at 20 µM; actives 1.3% (n = 330,000);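 active = growth inhibition of the mutant yeast at or above 50%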;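 note: temperature-sensitive mutant grown at 25 °C; plate controls were DMSO-treated mutant yeast for no effect and medium wells lacking yeast for full effect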
# Starred values were filed as active, the others as inactive.
SMILES,TIM10 inh,MPTP block,NR3A LBD binder,tim10-1 inh,APJ antagonist,NALP3 yeast inh,APJ agonist,beta cell repl,tim23-1 inh
COc1ccc(NS(=O)(=O)c2ccc(NC(=O)c3ccccn3)cc2)cc1,11,1.3,-3,38,-11,16,0,0,42
Cc1ccc(NS(=O)(=O)c2ccc(-c3csc(C)n3)s2)c(C)c1,25,18,-20,19,-4,21,-2,-2,37
CN1CCN(C(=O)C2=C[C@@H](c3coc4ccccc4c3=O)C[C@@H](OCCCCO)O2)CC1,2,0.1,1,-8,14,7,-2,-3,-11
COc1ccc(-c2nnc(SCC(=O)NCCC(C)C)nc2-c2ccc(OC)c(OC)c2)cc1OC,12,-0.7,-2,-2,4,12,-2,-2,12
N#Cc1nc(COc2ccc(F)cc2)oc1NCCN1CCOCC1,-4,-0.5,2,8,7,10,-2,-2,-7
CNc1ccc(Br)cc(C(=O)/C=C/c2cc(OC)ccc2OC)c1=O,21,6.6,-3,30,0,2,8,-6,11
CCN(C(=O)COc1ncnc2ccc(Br)cc12)C1CCS(=O)(=O)C1 (stereo not drawn),11,-0.1,-2,6,9,-5,-8,-2,0
COc1ccc(S(=O)(=O)N2CCN(C(=O)c3ccco3)CC2)c(C)c1C,-10,3.8,-1,-5,-13,23,-1,0,29
O=C(CN1C(=O)CSc2ccc(S(=O)(=O)N3CCOCC3)cc21)NCCCN1CCc2ccccc2C1,-7,-0.6,-1,-2,2,9,-3,-2,-1
CC(C)CNS(=O)(=O)c1cc2c3c(c1)CCC(=O)N3CCC2,-5,-0.1,-1,0,2,2,-3,-4,15
O=C(CCCc1c[nH]c2ccccc12)Nc1ccc(S(=O)(=O)Nc2ncccn2)cc1,-6,2.9,-3,-12,-9,3,-5,-3,10
CCOc1ccc(NC(=O)CN2C(=O)CSc3ccc(S(=O)(=O)N4CCOCC4)cc32)cc1,7,-1.1,0,22,-8,-17,0,0,13
O=C(Cn1cnc2c(OCc3ccccc3)ncnc21)NCc1ccccc1,-4,-0.9,0,-5,-10,-4,-3,-3,-6
COCc1ccc(C(=O)N2CCCC(Nc3ccc(F)c(F)c3)C2)s1 (stereo not drawn),-1,-0.3,-2,12,-61,-1,3,-4,2
O=C(COC(=O)c1ccc2c(c1)OCCO2)Nc1ccc(F)cc1F,-14,-1.4,2,-11,18,-2,0,-1,9
CC1CCN(S(=O)(=O)c2ccc3ncn(CC(=O)N4CCN(C)CC4)c(=O)c3c2)CC1,2,-0.6,-2,-2,5,3,1,-5,-3
COC(=O)C1CCN(C(=O)COC(=O)c2ccc(=O)n(Cc3ccccc3)n2)CC1,6,-0.6,-1,-1,-46,7,3,3,-6
Cc1cccc(NC(=O)C2CC(O)CN2C(=O)Oc2ccccc2)c1 (stereo not drawn),3,0.5,-1,-2,3,9,-2,5,7
O=c1ccc(NS(=O)(=O)c2ccccc2)cn1Cc1ccc(Cl)c(Cl)c1,1,1.9,-10,18,-11,20,2,-2,1
O=S(=O)(c1ccc(N2CCN(Cc3ccccc3)CC2)nc1)N1CCCC1,-5,-0.1,-3,-2,13,11,-2,-5,11
CNS(=O)(=O)c1ccc(C(=O)NCC(=O)NCCc2ccc3c(c2)OCCO3)cc1,15,-1.7,-1,0,-61,-21,-2,1,21
CC1Sc2ccc(S(=O)(=O)CCC(=O)N(C)Cc3ccco3)cc2NC1=O (stereo not drawn),-3,-3.5,-3,4,6,-2,5,-2,6
Cc1ccc(C(=O)NN2CC(O)=C(c3nc(-c4cccc([N+](=O)[O-])c4)cs3)C2=N)cc1,-25,2.0,5,-44,4,18,0,-3,-11
C/C(N)=C(/C#N)C(=O)COC(=O)c1cccc(O)c1,-12,0.1,-2,-4,3,5,-1,4,20
S=C(Nc1ccccc1)N(CCN1CCOCC1)Cc1cccc(Cl)c1,22,-1.2,-1,28,3,7,2,-3,18
COc1cccc(NC(=O)CN(C)C(=O)c2ccc(S(=O)(=O)Nc3ccccc3F)cc2)c1,12,0.2,0,-6,10,14,5,-4,-8
CCOc1cc(C2C3=C(CC(C)(C)CC3=O)N(CCCOC)C3=C2C(=O)CC(C)(C)C3)ccc1O,-7,-0.3,-1,-1,-15,15,0,0,3
CC1(C)C(/C=C/C=C/C=C/C=C2\N(CCCCS(=O)(=O)O)c3ccc4ccccc4c3C2(C)C)=[N+](CCCCS(=O)(=O)[O-])c2ccc3ccccc3c21,8,-5.6,-9,34,6,24,1,-4,24
CCCC(=O)NC(=S)Nc1ccccc1OC,0,0.0,0,18,0,16,0,-2,8
CCCNS(=O)(=O)c1ccc(N2CCCC2=O)c([N+](=O)[O-])c1,9,2.0,-5,11,1,-1,0,0,11
Nc1nc(-c2cc3ccccc3o2)cs1,22,0.9,-3,20,-1,15,-3,-1,22
COc1cccc(C(=O)OC2CCN(C)CC2)c1,9,-1.5,-1,-10,3,4,-2,-1,-16
COC(=O)C1=NN[C@H](C(=O)OC)[C@H]1c1ccccc1,-2,-1.0,5,-13,-8,9,-4,-3,0
CCOc1cc(NC(=O)C2CC2)c(OCC)cc1NC(=O)CCn1nnc2ccccc21,-16,-1.3,-1,10,5,-13,-3,0,-23
Cc1cc(C)c[n+](-c2[nH]c(=O)sc2/C=N/N=C(\N)[S-])c1,-8,-0.3,1,-9,-6,17,-4,2,-3
S=c1[nH]nc(COc2ccc(Cl)cc2)n1-c1ccc(Cl)cc1,36,-1.2,-7,27,24,13,-3,-5,51*
O=C(c1ccc(C(F)(F)F)cc1)N1CCN(c2ccc(N3CCOCC3)nn2)CC1,-7,0.5,1,-20,-27,17,0,-5,-19
O=C(C1CCC(Cn2c(=S)[nH]c3ccccc3c2=O)CC1)N1CCN(c2ccccn2)CC1 (stereo not drawn),10,4.0,-2,22,-13,20,1,-5,9
COc1ccc(C)cc1NC(=O)Nc1ccc2c(c1)CCC2,13,0.5,11*,16,3,43,-4,-3,20
CN(C)S(=O)(=O)c1ccc(NC(=O)COC(=O)CC2CC3CCC2C3)cc1 (stereo not drawn),12,0.0,-7,17,7,2,-2,-2,12
Clc1ccc(CSc2cc3c(nn2)-c2ccccc2CC3)cc1,4,6.9,-8,28,3,18,2,-1,24
COc1ccnc2c1c(=O)n(Cc1cccc(Cl)c1)c(=O)n2C,0,-1.0,-2,19,-22,25,-4,-1,25
COc1ccc(N2CCN(C(CNC(=O)C(=O)NCc3ccc4c(c3)OCO4)c3ccco3)CC2)cc1 (stereo not drawn),0,1.6,-1,-16,-12,-1,-4,-2,-15
CC(C)OCCCNC(=O)Cn1ncc2c(=O)oc3ccccc3c21,20,-0.6,-1,-9,10,11,-1,-2,3
CCCc1ccc(C(=O)NNc2cccc(C)c2)cc1,-40,2.4,0,-88,27,46,-12,-1,29
COc1cccc(/C=N/Nc2nc3ccccc3n3cnnc23)c1,-5,1.3,-2,-18,-1,8,-1,1,0
CC1CCN(C(c2ccc(N(C)C)cc2)c2nnnn2Cc2ccc(F)cc2)CC1 (stereo not drawn),27,-2.7,-2,39,-2,28,0,-3,41
COC(=O)c1ccc(C(=O)OC)c(NC2=NS(=O)(=O)c3ccccc32)c1,-1,-0.5,0,13,-7,9,-5,-1,-6
CCN(CC)C(=O)c1ccc(S(=O)(=O)NCc2cccnc2)cc1,12,1.6,3,0,0,4,-3,-2,5
CCc1nnc(NS(=O)(=O)c2ccc(N/C=C(\C=O)c3nc4cc(Cl)ccc4o3)cc2)s1,4,8.1,0,34,35,19,-5,-4,12
CC(C)(C)c1nc(CN2CCCCC2)cc(CN2CCCCC2)c1O,-1,2.0,-1,13,-11,26,1,0,1
O=C(CCC(=O)N/N=C/c1ccccc1O)NCc1ccccc1,-8,0.7,0,12,-16,0,-2,0,5
O=C1C(NS(=O)(=O)c2cccs2)=C(N2CCN(Cc3ccccc3)CC2)C(=O)c2ccccc21,22,3.8,0,24,-62,18,8,-5,53*
COc1ccccc1NS(=O)(=O)c1ccc(C)c(NC(=O)c2ccc(S(=O)(=O)N3CCCCCC3)cc2)c1,13,16,-4,10,-4,9,-3,0,7
S=c1[nH]nc(-c2cc(-c3ccccc3)n[nH]2)n1/N=C/C=C/c1ccco1,-6,2.5,1,14,-7,16,-3,-4,13
CCOC(=O)C(=Nc1ccccc1)NO,10,0.4,-2,1,-4,8,-1,-1,15
COc1ccc(-c2nnc3cccc(Cl)n23)c(OC)c1,-9,-1.4,-1,-3,-13,8,-3,2,10
Cc1ccc(C(=O)OCN2C(=O)c3ccccc3C2=O)c(O)c1,-2,0.7,1,0,-10,22,-2,1,3
Fc1ccccc1NC(=S)NCCc1ccc(Cl)cc1,30,5.2,-2,30,-9,31,-2,-6,55*
COc1ccc(-n2cc(CN[C@H]3CCCCNC3=O)c(-c3cccc(F)c3)n2)cc1,-14,1.1,0,14,3,-2,3,-5,5

# An excerpt of these results, with tabs:
mol	TIM10 inh	MPTP block	NR3A LBD binder	tim10-1 inh	APJ antagonist	NALP3 yeast inh	APJ agonist	beta cell repl	tim23-1 inh
Fc1ccccc1NC(=S)NCCc1ccc(Cl)cc1	30	5.2	-2	30	-9	31	-2	-6	55*
C/C(N)=C(/C#N)C(=O)COC(=O)c1cccc(O)c1	-12	0.1	-2	-4	3	5	-1	4	20
COC(=O)C1=NN[C@H](C(=O)OC)[C@H]1c1ccccc1	-2	-1.0	5	-13	-8	9	-4	-3	0

# Additional compounds.
SMILES,TIM10 inh,MPTP block,NR3A LBD binder,tim10-1 inh,APJ antagonist,NALP3 yeast inh,APJ agonist,beta cell repl,tim23-1 inh
O=C(CCCOc1ccccc1)Nc1ccc(S(=O)(=O)Nc2ccccn2)cc1,9,0.4,0,6,7,7,-2,-4,-7
CCCC(c1nnnn1Cc1ccc(OC)cc1)N1CCC(C(N)=O)CC1 (stereo not drawn),2,-5.5,2,-13,-11,9,-1,-1,5
CCn1cc(/C=N\NC(=O)c2cc(-c3ccccc3OC)nc3ccccc23)c(C)n1,-7,0.5,2,0,3,6,-2,-2,8
COc1ccc(CCn2c(-c3cccc([N+](=O)[O-])c3)nc3nc4ccccc4nc32)cc1OC,3,2.4,3,0,8,14,1,0,-4
O=[N+]([O-])c1ccc(Cl)cc1CN1CCCCCC1,16,0.0,-2,-17,10,11,-2,-2,-2
COc1ccc(S(=O)(=O)NNC(=O)Nc2ccccc2OC)c(OC)c1,-6,-0.1,-1,-16,-34,21,-9,-2,-8
CCOC(=O)N1CCN(S(=O)(=O)c2ccc(F)c(C(=O)Nc3ccc(C)c(Cl)c3)c2)CC1,8,-3.1,-5,12,6,26,-6,-4,34
C[C@H](O)CC1=C[C@H](O)[C@@H](C)OC1=O,2,-2.2,0,-15,17,7,0,1,-8
OC1CN=C2CCCc3c2n(c2ccc(Cl)cc32)C1 (stereo not drawn),-6,-0.9,-3,29,61*,15,-11,-1,12
NCCOc1ccccc1-c1ccccc1,0,5.9,-1,-6,11,54*,-4,0,-8
CC(C)(C)OC(=O)NCCCCCc1nnc(SCc2ccccc2)o1,8,8.4,0,17,13,33,-6,-3,23
COc1ccc(Nc2nc(N3CCN(C)CC3)nc3ccccc23)c(OC)c1,7,2.5,-2,8,-6,18,0,-3,13
Cc1ccc(/C=C/C2=NN(C)C(=O)CC2)cc1,9,-1.3,-1,3,2,1,-2,-4,8
COc1ccc(NC(=S)NC(NC(=O)CCl)C(Cl)(Cl)Cl)c([N+](=O)[O-])c1 (stereo not drawn),26,9.4,0,14,-7,26,2,-6,12
